Screens: PubChem BioAssay, Southern Research Specialized Biocontainment Screening Center
inhibitors of VEEV = inhibitors of VEEV TC-83 cytopathic effect, confirmation, Vero cells (AID 588727). Vero cells, VEEV TC-83 cytopathic effect inhibition; higher % means a stronger effect. one-dose inhibition, % at 20 µM; IC50 in µM for titrated hits. hit rate 0.13% among 350,000; in the data active means a potency from the dose series; inconclusive means inhibition mostly from about 14% at the one dose, without a potency; inactive means the rest, 99 in 100 with inhibition below about 12%; further: strong numbers were not always called active
H1N1 NS1A inhibition = H1N1 influenza NS1A inhibitors, functional cell based assay (AID 504329); hit rate 0.3% among 340,000; NS1A functional cell-based assay, percent inhibition; higher % means a stronger effect; inhibition, % at 12.5 µM, or IC50 in µM where a hit was titrated; in the data active means a potency from the dose series; inconclusive means inhibition above about 27% without an active follow-up result; further: strong numbers were not always called active
Salmonella PhoP GFP = Inhibition of PhoP regulon, Salmonella typhi GFP reporter cells, confirmation, 4 h (AID 1850); Salmonella Typhi PhoP-promoter GFP reporter, fluorescence, 4 h; higher % means a stronger effect; one-dose inhibition, % at 50 µM; IC50 in µM for titrated hits; hit rate 0.33% among 310,000; in the data active means a potency from the dose series; inconclusive means inhibition mostly from about 25% at the one dose, without a potency; inactive means the rest, 99 in 100 with inhibition below about 19%;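 further: 0% = induced wells with vehicle and 100% = uninduced wells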
M. tuberculosis HTS = M. tuberculosis growth inhibition, HTS (AID 449762); M. tuberculosis H37Rv growth inhibition, 7H9 media; higher % means a stronger effect; inhibition, % at 25 µM, or IC50 in µM where a hit was titrated; hit rate 0.59% among 330,000; in the data active means a potency from the dose series; inconclusive means inhibition above about 70% without an active follow-up result;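 further: bacterial growth assessed after seven days of incubation; strong numbers were not always called active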
tuberculosis growth = growth inhibition of non-replicating M. tuberculosis (AID 488890) | Mycobacterium tuberculosis non-replicating, growth inhibition; higher % means a stronger effect | inhibition, % at 25 µM, or IC50 in µM where a hit was titrated | hit rate 0.39% among 320,000; in the data active means a potency from the dose series; inconclusive means inhibition mostly from about 82% at the one dose, without a potency; inactive means the rest, 99 in 100 with inhibition below about 76%;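 further: plate controls were DMSO cells for no effect and high antibiotic wells for full effect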
inhibitors of VEEV 10K pilot screen = recorded beside inhibitors of VEEV, whose call it bears; inhibition, %; measured here: 10K pilot screen inhibition
* marks the source's active call; other numbers are inactive results; i = inactive; ? = inconclusive; . = not tested or not shown.

Start of the data: the first two compounds (preview)
SMILES | inhibitors of VEEV | H1N1 NS1A inhibition | Salmonella PhoP GFP | M. tuberculosis HTS | tuberculosis growth | others
O=Cc1cn(-c2ccccc2)nc1-c1cccnc1 | i | 7.8% | 4.4% | -1.7% | -1.3%
CCOC(=O)C1=C(C)NC(=S)N(C(C)=O)C1c1ccc(Cl)cc1 (stereo not given) | 0.2% | 2.5% | -4.8% | 5.3% | 50.2%

The listing, previewed entries included:
SMILES | inhibitors of VEEV | H1N1 NS1A inhibition | Salmonella PhoP GFP | M. tuberculosis HTS | tuberculosis growth | others
O=Cc1cn(-c2ccccc2)nc1-c1cccnc1 | i | 7.8% | 4.4% | -1.7% | -1.3%
CCOC(=O)C1=C(C)NC(=S)N(C(C)=O)C1c1ccc(Cl)cc1 (stereo not given) | 0.2% | 2.5% | -4.8% | 5.3% | 50.2%
COc1ccc(CN2CCCC(C(=O)c3ccc(Cl)cc3)C2)cc1Cn1cncn1 (stereo not given) | 0.4% | 15.5% | -7.3% | -7.7% | 6.6%
Cc1cc(C)n2nc(SCc3ccccc3)nc2n1 | 0.1% | 0.0% | -3.0% | -6.0% | -8.0%
NS(=O)(=O)c1ccc(-c2ccc(C=NC3CCS(=O)(=O)C3)o2)cc1 (stereo not given) | 0.3% | -7.5% | -6.4% | -12.0% | 10.7%
CCN(CC(=O)Nc1cc(Cl)ccc1C)C(=O)CSCc1ccc(C)cc1 | 8.8% | 2.2% | 7.9% | 67.2% | 14.2%
CN1c2ccccc2C(C)(C)C12C=Nc1c(cc(N3CCOCC3)c3ccccc13)O2 (stereo not given) | 3.4% | 3.6% | . | . | .
Cc1ccc2nc(SC(C(=O)Nc3ccc(F)cc3)c3ccccc3)[nH]c2c1 (stereo not given) | i | 3.8% | -9.8% | 2.8% | 13.3%
CC(C)c1ccc(N(CC(=O)NCC2CCCO2)C(=O)CCC(=O)Nc2nccs2)cc1 (stereo not given) | 1.9% | 9.8% | 1.9% | 6.0% | -8.1%
COc1ccc2nc(Nc3nc(-c4cc5ccccc5oc4=O)cs3)sc2c1 | 10.6% | 0.9% | -2.9% | -5.8% | -0.4%
COCCN(C(=S)Nc1ccc(OC)c(Cl)c1)C1CCN(C(C)C)CC1 | 1.6% | 3.5% | -7.9% | 3.6% | 47.3%
Cc1oc2ccc(OCc3ccccc3F)cc2c1C(=O)O | 2.0% | -7.3% | -5.7% | 11.1% | 48.1%
Cc1cccc(NC(=S)NC2CC3CCCC(C2)N3CC(C)C)c1C (stereo not given) | 3.2% | . | 1.9% | 2.1% | 12.7%
CCOc1ccc(N2C(=O)CC(NCc3ccc(F)cc3)C2=O)cc1 (stereo not given) | 0.5% | 18.3% | -14.8% | -3.8% | -12.6%
Cc1ccc2c(c1)c1ccc3c(c1n2C)C(=O)C=CC3=O | 1.1% | -7.5% | . | . | .
Fc1ccc2c(c1)C(c1ccncc1)=NNC(c1ccc(Br)cc1)=N2 | 0.6% | -2.3% | -2.8% | 10.3% | 21.1%
O=C(O)CCCn1c(=O)c2cccn2c2ccc(F)cc21 | 0.7% | -3.5% | -5.4% | -2.6% | -4.4%
Cc1ccc(-n2cc3c(-c4cccc(Br)c4)nnc(C)c3n2)cc1 | 0.7% | 5.1% | -17.2% | ? | 70.2%
COCCNC(=O)CSc1nc2ccccc2c2nc(C)nn12 | 0.2% | 10.5% | -0.9% | -9.5% | 1.0%
COc1ccc(C2=NNC(c3cccnc3)=Nc3ccccc32)cc1 | 0.6% | -3.7% | -5.3% | -0.6% | -27.2%
O=C(NCc1cccnc1)c1ccc(COc2cccc3ccccc23)o1 | 4.3% | -5.9% | 4.1% | 0.1% | 22.4%
Cc1ccc(-c2ccc3nnc(SCC(=O)NCC4CCCO4)n3n2)cc1 (stereo not given) | 0.4% | -9.9% | -4.8% | -20.0% | -11.1%
N#Cc1nc(-c2cccs2)oc1NCc1ccc(Cl)cc1 | 0.3% | -0.1% | 0.7% | 0.2% | 25.0%
COc1ccc(OC)c(NC(=O)c2cc(-c3cc(C)ccc3O)n[nH]2)c1 | 2.5% | -3.0% | 1.1% | 2.3% | -20.6%
COc1ccc(C2C3=C(CCCC3=O)Nc3ccc4ncccc4c32)cc1OC (stereo not given) | 11.5% | -0.3% | 4.6% | 0.4% | 36.4%
The list goes on.
SMILES | inhibitors of VEEV | H1N1 NS1A inhibition | Salmonella PhoP GFP | M. tuberculosis HTS | tuberculosis growth | others
CC1(C)C(=O)Nc2ccccc2N1C(=O)COC(=O)COc1ccc(C#N)cc1 | 3.6% | -5.6% | -0.4% | 7.3% | -15.5%
Cc1c(C(=O)NCc2cccnc2)sc2nc(-c3ccc(F)cc3)cn12 | 0.1% | -5.4% | 6.9% | -3.6% | 28.5% | inhibitors of VEEV 10K pilot screen=0.4
COc1ccc(NC(=O)c2ccc(NC(=O)C3CC3)cc2)cc1 | 0.2% | -5.4% | -0.8% | 1.6% | -17.0%
CCC1=C(OC(=O)N(CC)CC)N2C(=O)OC(=NCc3ccccc3)[C@]2(C)[C@H]2C1=CC[C@H]1C(=O)N(c3ccccc3)C(=O)[C@H]12 | i | 4.1% | -9.6% | -5.4% | 23.7%
Cc1ccccc1-n1nc(C)c2cc(C(=O)NCc3cccnc3)sc21 | 2.6% | 0.5% | 8.3% | ? | 31.2%
CC(C)n1c(/C=C/c2ccccc2)nc2ccccc21 | 0.5% | -10.4% | -2.1% | 15.0% | 63.5%
CNc1cc(C)c(C#N)c2nc3ccccc3n12 | 4.2% | -10.6% | -3.6% | -10.3% | 66.2%
CCC1(C)CC(CCNS(=O)(=O)c2ccc(C)cc2)(c2ccc(C)cc2)CCO1 (stereo not given) | 2.2% | -12.7% | -1.2% | 4.2% | 1.9%
Cn1c(=O)oc2cc(S(=O)(=O)NCCC(=O)N3CCN(c4ccccc4F)CC3)ccc21 | 3.1% | -5.3% | 8.9% | -4.8% | -1.9%
CCN(CC)S(=O)(=O)c1ccc(OC)c(NS(=O)(=O)c2ccc(F)cc2)c1 | i | 11.4% | -4.6% | -9.6% | 1.6%
COc1ccc(Br)c(OC)c1C(=O)NC(=O)Nc1nc(C)cc(C)n1 | 3.8% | -4.5% | -9.1% | 18.6% | 17.3%
O=C(Nc1nc2nccc(-c3ccccc3)n2n1)c1ccccc1 | 1.0% | 0.0% | -2.9% | 2.9% | -4.0%
COC(=O)CNc1c(-c2ccccc2)nc2ccc(Br)cn12 | 0.7% | 2.9% | -2.0% | -7.8% | 23.6%
O=C1C(Cc2ccccc2)S/C(=N/N=C/c2ccco2)N1c1ccccc1 (stereo not given) | 1.0% | 5.5% | -2.1% | -15.4% | -4.5%
C=CCn1c(=O)c(C(=O)NCc2ccccc2Cl)c(O)c2ccccc21 | 0.9% | -8.1% | -5.6% | 6.8% | 4.1%
COc1cc(/C=C2\C(=N)N3N=C(C(C)C)SC3=NC2=O)ccc1OCCOc1ccc(NC(C)=O)cc1 | 1.0% | 24.5% | -8.9% | 4.9% | -7.1%
CCCn1ncc2c(Nc3ccc(C)c(C)c3)ncnc21 | 5.2% | 4.1% | -3.1% | -2.8% | 44.8%
CN(CC(=O)NCCc1ccccc1)S(=O)(=O)c1cccc2nsnc12 | 0.7% | -4.3% | -2.6% | 6.3% | -1.4%
CN1N=C(C(=O)Nc2ccc3c(c2)CCC3)CCC1=O | 0.6% | -10.3% | -3.0% | -8.9% | 4.5%
Cc1ccc(OCCCN2CCCC2)c(C)c1 | i | -20.6% | 4.2% | -0.4% | -10.5%
O=C(O)c1cccnc1SCC(=O)N1CCCc2ccccc21 | 3.0% | -4.9% | -11.8% | -17.0% | -9.1%
CCOC(=O)c1c(C(=O)OCC)c(C)n(CCc2ccccc2)c1C | 1.5% | -2.6% | -2.4% | -5.4% | 3.8%
COC(=O)N1CCN(S(=O)(=O)c2ccc(F)cc2)CC1 | 1.6% | -3.7% | -11.3% | -10.6% | 0.5%
Cc1ccc(S(=O)(=O)N2CCN(C(=O)COC(=O)c3oc4ccccc4c3C)CC2)cc1 | 0.8% | -3.2% | -0.7% | 1.5% | 2.8%
CCN1CCCC1CN(Cc1cc2ccc(C)cc2[nH]c1=O)C(=S)Nc1ccccc1C(=O)OC (stereo not given) | 9.1% | 2.2% | 15.7% | -3.2% | 41.0%

Looked up by compound from the entries so far, two records:
SMILES | inhibitors of VEEV | H1N1 NS1A inhibition | Salmonella PhoP GFP | M. tuberculosis HTS | tuberculosis growth | others
Cc1ccc(OCCCN2CCCC2)c(C)c1 | i | -20.6% | 4.2% | -0.4% | -10.5%
CN1N=C(C(=O)Nc2ccc3c(c2)CCC3)CCC1=O | 0.6% | -10.3% | -3.0% | -8.9% | 4.5%

More entries follow.
SMILES | inhibitors of VEEV | H1N1 NS1A inhibition | Salmonella PhoP GFP | M. tuberculosis HTS | tuberculosis growth | others
COc1cc2c(cc1OC)CN(C(=O)COc1ccccc1[N+](=O)[O-])CC2 | 2.3% | -7.7% | -3.0% | 6.7% | -10.9%
CC(C)(C)c1ccc(S(=O)(=O)N2CCN(Cc3cc4c(cc3O)OCO4)CC2)cc1 | 0.2% | -1.0% | . | -15.4% | 17.3%
Cc1nc(N2CCN(S(=O)(=O)c3ccc(F)cc3)CC2)c2c(-c3cccs3)csc2n1 | 8.7% | -1.2% | -20.1% | 37.1% | 23.4%
C=CCn1cnc2c(sc3nc(C)cc(C)c32)c1=O | 0.3% | -3.0% | 6.6% | -3.6% | -15.1%
CCNc1nc(NCC)nc(NS(=O)(=O)c2ccc(N)cc2)n1 | 1.0% | -0.1% | 9.1% | 1.0% | -12.2%
COc1cccc(C(=O)Nc2ccccc2)c1 | 1.1% | 2.3% | -0.6% | -13.5% | 6.5%
NC(=S)N=Nc1c(O)n(CCCl)c2ccccc12 | 1.1% | . | -3.9% | -3.8% | 15.7%
COCCNC(=O)NC(=O)COC(=O)C1(c2ccc(Cl)cc2)CC1 | 0.4% | -15.6% | 3.3% | 4.1% | 8.0%
Cc1ccc(S(=O)(=O)N(C)CC(=O)N2CCCc3ccccc32)cc1 | 3.0% | 10.3% | 5.4% | -1.4% | 12.7%
CCN(CC)Cc1c(O)ccc2c([N+](=O)[O-])c(C)n(-c3ccc(OC)cc3)c12 | 5.3% | 2.0% | 2.7% | 0.8% | 6.5%
CCOC(=O)c1ccc(NC(=O)CSc2nnnn2C2CCCCC2)cc1 | 1.0% | 0.2% | -0.2% | 16.2% | -14.4%
Cc1csc2ncc(C(=O)Nc3cccc(C(F)(F)F)c3)c(=O)n12 | 1.4% | -9.2% | -9.0% | -3.8% | .
O=c1ccc2cc(S(=O)(=O)N3CCN(c4ccc(Cl)cc4)CC3)ccc2o1 | 2.9% | 7.4% | 10.0% | 2.2% | 1.9%
O=C(CN1C(=O)NC2(CCCC2)C1=O)OCc1cc(=O)n2cc(Br)ccc2n1 | i | -1.2% | 8.0% | -2.3% | -4.0%
CCN(CC(=O)Nc1ccccc1OC)CC(=O)Nc1sccc1C#N | 5.2% | -9.3% | 6.2% | 1.7% | -7.3%
O=C(NCc1cccnc1)C(=O)Nc1nc(C23CC4CC(CC(C4)C2)C3)cs1 | 3.8% | -10.3% | -15.6% | ? | ?
OC1CCCN(c2c3c(nc4cc(-c5cccc(F)c5)nn24)CCCC3)C1 (stereo not given) | 5.8% | -8.5% | -11.2% | 24.8% | 63.4%
CC(C)(C)NC(=O)C(c1ccc(O)cc1)N(C(=O)Cn1nnc(-c2ccc(F)cc2)n1)c1ccccc1F (stereo not given) | 5.3% | 0.2% | -16.1% | 33.0% | 28.9%
COCC1CCCN(C(=O)c2ccc(OC3CCN(Cc4ccccn4)CC3)cc2)C1 (stereo not given) | 1.8% | -8.6% | 3.0% | -1.4% | 23.7%
CCCCNC(=O)CSc1nnc(NC(C)=O)s1 | 1.3% | -2.4% | -2.3% | -2.6% | -11.8%
COc1ccc(N(C)C(=O)c2ccc3nc(-c4ccccc4)c(-c4ccccc4)nc3c2)cc1 | 1.8% | 5.8% | -3.1% | 17.1% | 32.1%
CCC1CCCCN1C(=O)CCCOc1ccccc1 (stereo not given) | 0.0% | -4.9% | -3.3% | 4.9% | 22.4%
C=CCSc1[nH]c(=O)cc(C)c1C(N)=O | 2.2% | -1.6% | -11.4% | -2.7% | -5.5%
